IDE cell activ = human IDE activators in live cells, primary screen, fluorescence polarization, HEK cells, FAbeta-B substrate | FAbeta-B cleavage; 0% vehicle, 100% cell-free pure enzyme wells | Insulin-degrading enzyme (Homo sapiens), P14735 | activation, % at 5.96 µM | hit rate 0.073% among 340,000;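 active means activation above the mean of all tested compounds plus 3 SD, set per screening campaign, cut at about 17% in these data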
Target sequence (P14735 whole entry, looked up): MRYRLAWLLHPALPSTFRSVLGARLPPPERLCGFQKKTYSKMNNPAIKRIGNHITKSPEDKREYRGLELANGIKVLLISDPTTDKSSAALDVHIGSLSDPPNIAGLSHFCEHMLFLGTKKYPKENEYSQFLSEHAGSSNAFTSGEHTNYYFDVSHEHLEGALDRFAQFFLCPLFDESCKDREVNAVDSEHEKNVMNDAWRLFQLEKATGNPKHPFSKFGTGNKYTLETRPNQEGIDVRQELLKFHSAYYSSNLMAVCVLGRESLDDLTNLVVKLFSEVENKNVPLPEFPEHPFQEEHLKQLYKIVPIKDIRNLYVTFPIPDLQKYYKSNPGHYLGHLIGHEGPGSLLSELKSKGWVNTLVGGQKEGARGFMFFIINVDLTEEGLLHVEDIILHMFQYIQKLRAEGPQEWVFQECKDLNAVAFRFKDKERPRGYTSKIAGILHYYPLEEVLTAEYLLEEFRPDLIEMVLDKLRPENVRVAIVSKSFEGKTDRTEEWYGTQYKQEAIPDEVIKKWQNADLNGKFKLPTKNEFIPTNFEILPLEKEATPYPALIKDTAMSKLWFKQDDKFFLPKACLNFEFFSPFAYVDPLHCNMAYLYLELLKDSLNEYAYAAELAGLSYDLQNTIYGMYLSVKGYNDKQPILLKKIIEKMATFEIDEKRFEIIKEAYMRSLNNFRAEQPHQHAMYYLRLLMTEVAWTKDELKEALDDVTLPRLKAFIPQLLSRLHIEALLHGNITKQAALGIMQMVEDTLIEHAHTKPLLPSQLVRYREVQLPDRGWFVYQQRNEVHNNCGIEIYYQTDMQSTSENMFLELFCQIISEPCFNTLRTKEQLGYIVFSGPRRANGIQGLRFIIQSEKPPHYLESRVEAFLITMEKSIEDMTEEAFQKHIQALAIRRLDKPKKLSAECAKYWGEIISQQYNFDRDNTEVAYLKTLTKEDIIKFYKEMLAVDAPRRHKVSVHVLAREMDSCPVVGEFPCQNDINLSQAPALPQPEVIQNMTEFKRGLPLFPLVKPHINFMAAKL
IDE inh = human IDE inhibitors in live cells, primary screen, fluorescence polarization, HEK cells, FAbetaB substrate; Insulin-degrading enzyme (Homo sapiens), P14735; FAbetaB cleavage; inhibition, % at 5.59 µM; hit rate 0.41% among 320,000;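 active means percent inhibition above the average of all tested compounds plus 3 SD, set per screening campaign, cut at about 16% in these data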;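 further: IDE supplied by intact live HEK cells; FP after avidin binding of uncleaved biotin substrate so inhibition keeps polarization high; 0% = DMSO wells and 100% = 60 µM reference IDE inhibitor Ii1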
Active calls of the source: *.

The first 4 records (preview)
SMILES | IDE cell activ | IDE inh
C=CCN(c1ccccc1OC)S(=O)(=O)c1cccc(C(=O)OC2CCOC2=O)c1 (stereo unspecified) | 6 | 6
Cc1cccc(C(=O)O)c1[N+](=O)[O-] | 2 | -5
O=C(c1cccc(S(=O)(=O)Nc2ccccc2Cl)c1)N1CCCCCC1 | 4 | 3
c1ccc(-c2cn3nc(-c4ccccc4)sc3n2)cc1 | 9 | 4

The listing, previewed entries included:
SMILES | IDE cell activ | IDE inh
C=CCN(c1ccccc1OC)S(=O)(=O)c1cccc(C(=O)OC2CCOC2=O)c1 (stereo unspecified) | 6 | 6
Cc1cccc(C(=O)O)c1[N+](=O)[O-] | 2 | -5
O=C(c1cccc(S(=O)(=O)Nc2ccccc2Cl)c1)N1CCCCCC1 | 4 | 3
c1ccc(-c2cn3nc(-c4ccccc4)sc3n2)cc1 | 9 | 4
CCCCCCSc1cccc(-c2nc3cc(C)ccn3c2NC2CCCCC2)c1 | 5 | 2
CC(C)Nc1ccccc1 | 7 | 2
COc1cc2cc(CCOC(=O)c3ccc(F)cc3)oc(=O)c2cc1OC | -25 | 2
CCN1CCN(S(=O)(=O)c2ccc(OC)c(NC(=O)c3ccccc3F)c2)CC1 | 2 | 1
COc1ccc(N2CC(C(=O)Nc3ccc(S(=O)(=O)Nc4nccs4)cc3)CC2=O)c(OC)c1 (stereo unspecified) | 3 | -4
COc1cc(C=NNC(=O)Cn2nc(C)cc2C)ccc1OC(=O)C1CC1 | 1 | 3
O=C(Nc1ccc(Nc2ccccc2)cc1)c1ccc(Cl)cc1 | -3 | 7
CCOC(=O)C1=C(COC(=O)/C=C/c2cccc([N+](=O)[O-])c2)NC(=O)NC1C (stereo unspecified) | -2 | 0

Some of these compounds in order of length of the SMILES, smallest number first.
SMILES | IDE cell activ | IDE inh
Cc1cccc(C(=O)O)c1[N+](=O)[O-] | 2 | -5
O=C(Nc1ccc(Nc2ccccc2)cc1)c1ccc(Cl)cc1 | -3 | 7
CCCCCCSc1cccc(-c2nc3cc(C)ccn3c2NC2CCCCC2)c1 | 5 | 2
O=C(c1cccc(S(=O)(=O)Nc2ccccc2Cl)c1)N1CCCCCC1 | 4 | 3
CCN1CCN(S(=O)(=O)c2ccc(OC)c(NC(=O)c3ccccc3F)c2)CC1 | 2 | 1

The results go on.
SMILES | IDE cell activ | IDE inh
CC(=O)c1c(C)[nH]c(C(=O)CN2C(=O)NC(C)(c3ccc4c(c3)OCCO4)C2=O)c1C (stereo unspecified) | 0 | -3
COc1ccc2c3n([n+]([O-])c2c1)CCN=C3c1cc(Cl)c(N)c(Cl)c1 | 2 | 0
CCO[C@@H]1OC(C(=O)O)=C[C@H](c2cn(C(C)=O)c3ccccc23)[C@H]1CCCO | 4 | -2
O=C(COC(=O)c1ccc(Cl)cc1[N+](=O)[O-])NNC(=O)c1cccs1 | 1 | 7
C=CCOc1ccccc1OCC(O)CNC(C)C (stereo unspecified) | 0 | 2
C=CCN1C(=O)c2ccc(C(=O)N(C)CC(=O)Nc3ccc(OCC)c(OCC)c3)cc2C1=O | 4 | 2
O=C(COC(=O)Cc1cccc(C(F)(F)F)c1)NCc1ccco1 | -2 | -1
Cc1ccc(S(=O)(=O)N2CCOCC2)cc1NC(=O)COC(=O)CCOc1ccc(C(C)(C)C)cc1 | 0 | -2
COc1ccc([C@H]2CC(=O)C=C(c3cccc(OC)c3)C2)cc1 | -1 | -1
O=C1OC[C@@H]2CCCN2C(=O)[C@H](CC(=O)N(CCO)Cc2ccccc2)C/C=C\C[C@H]1Cc1ccc(F)cc1 | 2 | 2
COc1ccc(OC)c(NC(=O)C2CCCN(S(=O)(=O)c3c(C)nn(C)c3C)C2)c1 (stereo unspecified) | 2 | 3
C[C@@H]1CC[C@]2(C(=O)O)CC[C@]3(C)C(=CCC4[C@@]5(C)CC[C@H](O)[C@@](C)(C(=O)O)C5CC[C@]43C)C2[C@]1(C)O (stereo partly specified) | 5 | 3
CCCn1nc(C(=O)NNC(=O)CCOc2ccccc2OCC)c2ccccc2c1=O | 4 | 5
CN(C)CC[C@@H](c1ccc(Cl)cc1)c1ccccn1 | 4 | -2
Cc1ccc(C)c(NC(=O)CN(C)C(=O)c2cccc(-n3cccc3)c2)c1 | 5 | -3
Cc1ccc(CN(C)C(=O)COC(=O)CSc2ccc(C(N)=O)cc2[N+](=O)[O-])cc1 | 4 | 0
CC(Oc1ccc(Br)cc1)C(=O)Nc1cc(Cl)ccc1N1CCN(C)CC1 (stereo unspecified) | 0 | 7
CC(=O)N1CCN(C(=S)NC(=O)c2ccc(F)cc2)CC1 | 5 | 3
COc1ccc(CNC(=O)C2CCN(C(=O)c3ccc(F)cc3)CC2)cc1OC | -3 | -4
CC(C)c1ccc(S(=O)(=O)N2CCN(CC(=O)Nc3ccc(Cl)cc3F)CC2)cc1 | -2 | 0
O=C(CSc1nc2[nH]ncc2c(=O)[nH]1)Nc1cccc([N+](=O)[O-])c1 | 5 | -5
COc1ccccc1OCCNC(=O)CCS(=O)(=O)c1ccccc1 | 2 | -4
O=C(NCC(=O)N1CCN(S(=O)(=O)c2ccc3c(c2)OCCO3)CC1)c1ccccc1F | 2 | -7
O=C(CN1C(=O)NC2(CCCCCC2)C1=O)c1ccc(OC(F)F)cc1OC(F)F | 1 | -4
CC1=C(C(=O)O)N2C(=O)C(NC(=O)c3ccc(F)cc3)C2SC1 (stereo unspecified) | -4 | -3
O=C1NCCSC1c1ccccc1 (stereo unspecified) | 6 | 3
Cc1cccc(C(C)C)c1NC(=O)c1ccc(OCC2CCCO2)cc1 (stereo unspecified) | 2 | 4
CCOC(=O)c1c(NC(=O)COC(=O)c2ccc(Cl)nc2)sc(C(=O)N(C)C)c1C | 2 | 2
O=c1c2ccccc2nc2sc(Nc3cccc(Cl)c3)nn12 | 4 | -5
N#Cc1ccccc1COC(=O)CCN=C1NS(=O)(=O)c2ccccc21 | 5 | 4
N#CCSc1ccccc1NC(=O)CN1C(=O)C(=O)N(Cc2ccccc2)C1=O | 4 | 1
CC(C)CN(C(=O)COC(=O)CCc1nc2ccccc2s1)c1c(N)n(Cc2ccccc2)c(=O)[nH]c1=O | 8 | 8
CN(C)S(=O)(=O)c1ccc2oc(SCC(=O)c3c(N)n(C4CC4)c(=O)[nH]c3=O)nc2c1 | 4 | -4
Cc1cc(C)c(C)c(SCC(=O)Nc2oc(C)c3c(C)n[nH]c(=O)c23)c1C | 5 | -2
CCN(CC(=O)Nc1ccc(OC)cc1)C(=O)c1cc2c(s1)CCCCC2 | 1 | 1
Nc1ncnc2c1C(c1ccccc1)c1c(ccc3ccccc13)O2 (stereo unspecified) | 4 | 8

Sorted by value in IDE inh (highest first): 3 from the list above
SMILES | IDE cell activ | IDE inh
N#Cc1ccccc1COC(=O)CCN=C1NS(=O)(=O)c2ccccc21 | 5 | 4
CCOC(=O)c1c(NC(=O)COC(=O)c2ccc(Cl)nc2)sc(C(=O)N(C)C)c1C | 2 | 2
N#CCSc1ccccc1NC(=O)CN1C(=O)C(=O)N(Cc2ccccc2)C1=O | 4 | 1

(further entries)
SMILES | IDE cell activ | IDE inh
C=CCOc1ccc(C(c2c(O)nc(SC)[nH]c2=O)c2c(O)nc(SC)[nH]c2=O)cc1 | -2 | 10
O=C(COc1ccc(F)cc1)Nc1nc(-c2ccccn2)cs1 | 2 | 7
COc1ccccc1CCNS(=O)(=O)c1cc2c3c(c1)CCN3C(=O)CC2 | 5 | 2
CC(C)(C)OC(=O)N1CCN(C(=O)OCC2c3ccccc3-c3ccccc32)CC1C(=O)O (stereo unspecified) | -1 | 3
CCOC(=O)c1oc2ccccc2c1COC(=O)CNC(=O)c1ccco1 | 2 | -1
Cc1ccc(S(=O)(=O)N2CCOCC2)cc1C(=O)OCC(=O)N(Cc1ccccc1)C(C)C | 4 | -3
CN1CCC(N(C)C(=O)c2cc(S(=O)(=O)N3CCOCC3)ccc2Cl)CC1 | 5 | 0
CCN1CCN(c2ccc(S(=O)(=O)N3CCOCC3)cc2NC(=O)C(C)Oc2ccc(Cl)cc2)CC1 (stereo unspecified) | 2 | 1
N#CCCN(C(=O)COC(=O)c1nc(Cl)ccc1Cl)c1ccccc1 | 4 | 10
Cc1nn(-c2ccccc2)c(C)c1C(=O)OCC(=O)Nc1cccc(S(N)(=O)=O)c1 | 0 | 5
O=C1N[C@H](Cc2ccccc2)COC(=O)[C@@H](Cc2ccc(F)cc2)C/C=C\C[C@H]1CC(=O)N(CCO)Cc1ccccc1 | -1 | 2
COc1cc(OC)cc(C(=O)NNC(=O)c2cc(S(=O)(=O)N3CCOCC3)ccc2F)c1 | -2 | 0

Part of the list above, as labelled records:
> Cc1ccc(S(=O)(=O)N2CCOCC2)cc1C(=O)OCC(=O)N(Cc1ccccc1)C(C)C
  IDE cell activ: 4	IDE inh: -3

> CN1CCC(N(C)C(=O)c2cc(S(=O)(=O)N3CCOCC3)ccc2Cl)CC1
  IDE cell activ: 5	IDE inh: 0

> CCN1CCN(c2ccc(S(=O)(=O)N3CCOCC3)cc2NC(=O)C(C)Oc2ccc(Cl)cc2)CC1 (stereo unspecified)
  IDE cell activ: 2	IDE inh: 1

> N#CCCN(C(=O)COC(=O)c1nc(Cl)ccc1Cl)c1ccccc1
  IDE cell activ: 4	IDE inh: 10

(cont.)
SMILES | IDE cell activ | IDE inh
CN(Cc1ccccc1)C(=O)c1cccc(NC(=O)Cc2cccc([N+](=O)[O-])c2)c1 | 5 | -1
Oc1ccc(Cl)cc1CNCc1ccc(C(F)(F)F)cc1 | 4 | 3
CC1CC(C)CN(C(=O)COC(=O)Cc2c[nH]c3ccccc23)C1 (stereo unspecified) | -5 | -9
CCCNC(=O)C(Cc1cccc(OC)c1)NC(=O)c1ccc(C(C)(C)C)cc1 (stereo unspecified) | -1 | 9
COc1ccc(CN2C(=O)C(Cc3ccccc3)Nc3ncnc(N4CCOCC4)c32)cc1 (stereo unspecified) | 5 | 1
Cc1ccccc1NC(=O)CSc1nc(=O)n(CCN2CCOCC2)c2c1CCCC2 | 3 | 5
CC(=O)c1ccc(N=Nc2c(C)[nH][nH]c2=O)cc1 | 5 | 3
CCCNC(=O)CNC(=O)c1ccc(C#N)cc1 | 0 | 2
COCCN(CC(=O)Nc1cccc(C)c1C)C(=O)C1(c2ccc(Cl)cc2)CCC1 | 1 | 8
CCC1CCc2sc(C(=O)NNC(=O)c3ccncc3)cc2C1 (stereo unspecified) | 4 | -1
CCCSc1ccc([C@@H]2[C@H]3C(=O)N(CC)C(=O)[C@H]3[C@]3(C(=O)OC)CCCCN23)cc1OC | 6 | 0
O=C(Oc1ccccc1F)C1CCN(C(=O)c2ccc(F)cc2)CC1 | -5 | 2
Cc1cccc(NC(=O)COC(=O)c2ccc(C)c(S(=O)(=O)N3CCCCC3)c2)c1 | 2 | -4
CCC(C)c1ccccc1N1CC(C(=O)Nc2ccc(N3CCOCC3)cc2)CC1=O (stereo unspecified) | 6 | -3
O=C(COC(=O)C1CC2C=CC1C2)Nc1ccccc1[N+](=O)[O-] (stereo unspecified) | 1 | -3
COc1cccc(COC(=O)C2CC(=O)N(Cc3ccc(C)cc3)C2)c1OC (stereo unspecified) | 5 | -5
O=C(NN=Cc1ccccc1C(=O)O)c1cccc(S(=O)(=O)Nc2cccc(C(F)(F)F)c2)c1 | 2 | -2
COc1cc(/C=C/C(=O)O)cc(OC)c1O | 0 | 3
Cc1cccc(OCc2nnc(-c3ccc(F)cc3)o2)c1 | 1 | 2
COC(=O)C1=C(C)NC(C)=C(C(=O)OC)C1C(=O)OCc1nc2cc(C(=O)OC)ccc2c(=O)[nH]1 | 1 | -1
COc1cc2c(cc1OC)CN(C(=O)c1cc(S(=O)(=O)N3CCOCC3)ccc1C)CC2 | 3 | 1
O=C(NCc1ccccn1)c1cccc(NS(=O)(=O)c2ccc(Br)cc2)c1 | 2 | -1
CN(Cc1ccc(Cl)c(Cl)c1)C(=O)CN1C(=O)NC2(CCCC2)C1=O | -4 | -4
COc1cccc(CNC(=O)c2ccc(OCC(=O)N3CCOCC3)c(OC)c2)c1 | 1 | -2
COc1cc(OC)cc(C(=O)NC(C(=O)NNC(=O)c2ccc(C)cc2)C(C)C)c1 (stereo unspecified) | -4 | 1
COCCN(Cc1ccccc1)C(=O)c1cccc(S(=O)(=O)N2CCN(c3ccccc3)CC2)c1 | -5 | 2
Cc1cc(NC(=O)COC(=O)c2ccccc2NCCO)no1 | -1 | -6
COc1ccc(NC(=O)COc2ccc(C(=O)NCc3cccnc3)cc2OC)cc1 | 3 | -1
CCN(CC)S(=O)(=O)c1ccc(N2CCCC2)c(NC(=O)c2ccc(N3CCCC3=O)cc2)c1 | 4 | 4
CC(Oc1ccccc1F)C(=O)NNC(=O)CCNC(=O)c1ccco1 (stereo unspecified) | 4 | -2
O=C(Nc1ccccc1N1CCCC1)C1CCN(C(=O)c2ccc(F)cc2)CC1 | 8 | 1
CC(=O)Nc1sc(C)c(C)c1C(=O)OCC(=O)NCc1ccc(Cl)cc1 | 0 | 0

Screening data: PubChem BioAssay, The Scripps Research Institute Molecular Screening Center

Not all compounds are listed; count on the stated rates, not on these rows.
